Assay outcomes as filed in PubChem BioAssay.
Peg3 promoter: Peg3 promoter activity inhibition; HeLa PEG-Prom luciferase reporter, luminescence, overnight; inhibition, % at 20 µM; AID 588405; actives 1.7% (n = 360,000);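 active = inhibition of at least 50% at 20 µM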
CF NFkB inh: inhibitors of cystic fibrosis induced NF-kB; actives 0.86% (n = 360,000); KKLEB NF-kB-GFP reporter, PAF-induced, GFP fluorescence overnight; inhibition, % at 5 µM; AID 588850;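 active = at least 50% inhibition at 5 µM, scaled per plate between neutral and stimulator controls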;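 also: PAF is a Pseudomonas aeruginosa culture filtrate used as stimulus; plate controls were PAF-stimulated DMSO wells for no effect and unstimulated DMSO wells for full effect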
MITF TRPM1 inh: MITF TRPM1 promoter inhibition in SK-MEL-5 cells; SK-MEL-5 TRPM1 promoter luciferase, 24 h; inhibition, % at 12.5 µM; actives 0.83% (n = 330,000); AID 488899;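 active = mean inhibition across replicates of 60% or more, whatever share of single replicates reaches that level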; also: values of inactives mirror those of a sister screen read the other way
NR2E3 ag-1: human photoreceptor-specific nuclear receptor agonism | CHO-S Gal4-NCOR/VP16-NR2E3 two-hybrid, luciferase | inhibition of corepressor binding, % at 3.98 µM | actives 0.35% (n = 360,000) | AID 602229;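 active = inhibition above the mean of all tested compounds plus 3 SD, cut at about 70% in these data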;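 also: 0% = DMSO with NR2E3 transfected cells and 100% = cells lacking NR2E3 construct; higher means lower luciferase signal from less NR2E3 corepressor binding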
Target sequence (Q9Y5X4 whole entry, looked up, the tested form may be a part): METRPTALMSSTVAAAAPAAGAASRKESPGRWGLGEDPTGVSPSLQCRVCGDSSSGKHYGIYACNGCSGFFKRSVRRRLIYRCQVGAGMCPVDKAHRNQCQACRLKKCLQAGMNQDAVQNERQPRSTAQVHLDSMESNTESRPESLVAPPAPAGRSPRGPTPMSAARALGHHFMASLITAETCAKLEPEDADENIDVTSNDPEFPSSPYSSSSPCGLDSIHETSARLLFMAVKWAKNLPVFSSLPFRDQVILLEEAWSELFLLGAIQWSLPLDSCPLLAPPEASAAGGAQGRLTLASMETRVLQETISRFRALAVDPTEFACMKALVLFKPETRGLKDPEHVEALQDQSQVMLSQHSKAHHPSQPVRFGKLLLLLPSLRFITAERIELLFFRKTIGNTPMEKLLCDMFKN
KKLEB tox: reduces viability of KKLEB cystic fibrosis airway cells | actives 0.36% (n = 360,000) | KKLEB CF airway cells viability, ATPlite luminescence, overnight; stronger effect = lower value; cells stimulated with P. aeruginosa culture filtrate | activity change (cytotoxicity), % at 5 µM;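 active = corrected activity change at or below -50% at 5 µM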
TRAIL sens C8: caspase-8 TRAIL sensitization; NB7+C8 cells + TRAIL, ATPlite viability luminescence; inhibition (viability loss, TRAIL sensitization), % at 10 µM; actives 1% (n = 360,000);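 active = compounds causing at least 50% loss of cell viability in the single-dose screen, relative to plate controls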
Shn3 3UTR inh: inhibitors of Schnurri-3 3'UTR reporter in osteoblasts. Clone20 osteoblast Shn3 3'UTR firefly luciferase, 24 h. inhibition, % at 12.5 µM. actives 0.52% (n = 360,000). AID 588674;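 active = mean inhibition of at least 75% with every replicate also reaching 75%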;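 also: 0% = median of neutral control wells and 100% = pilot-screen positive control compound; some compounds past the cut are filed as inactive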
hiPSC survival: enhancers of human iPSC single-cell survival; hiPSC single-cell survival, ATPlite luminescence; 100% = ROCK inhibitor wells, 0% = DMSO; survival enhancement, % at 20 µM; actives 0.044% (n = 360,000); in the data active = survival enhancement above about 18%;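 also: cells exposed to compounds for 16 hours before the ATP read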
NR2E3 ag-2: NR2E3 (human) agonism; GST-NR2E3/biotin-RetCOR TR-FRET, 1536-well; inhibition of corepressor binding, % at 4.78 µM; Q9Y5X4; actives 0.12% (n = 320,000); AID 2300;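 active = percent inhibition above the cutoff of mean plus 3 SD of all tested compounds, set per screening campaign, cut at about 20% in these data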;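 also: 0% = DMSO wells and 100% = biotin wells as full block of FRET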
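Material – GST-tagged NR2E3 plus biotinylated RetCOR corepressor · Quantity – NR2E3 fusion 1.35 nM · Times – 5 h incubation at 4 °C · Medium – pH 7.5 Tris-based buffer · Technique – TR-FRET, Eu(K)-anti-GST donor, streptavidin-D2 acceptor, ex 340, em 617/671 nm · Benchmarks – high control biotin, low control 0.6% DMSO · Format – 1536-well plates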
HIF-2a inh: inhibitors of HIF-2a. AID 624352. 786-0 RCC cells HIF-2a reporter, luciferase luminescence, overnight. actives 0.72% (n = 360,000). inhibition, % at 18.8 µM;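 active = inhibition of the luminescence signal of 40% or more relative to plate controls, in a single-dose primary screen at 18.75 µM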
LMP1 NFkB inh: inhibitors of Epstein-Barr LMP1-induced NF-kappaB reporter. LMP1-induced NF-kappaB luciferase reporter cells, luminescence. inhibition, % at 12.5 µM. actives 0.69% (n = 350,000). AID 504558; in the data active = inhibition above about 41%;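 also: 0% = neutral control wells and 100% = reference inhibitor control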
Starred values were filed as active, the others as inactive. Only part of the results is shown (hit frequency here may not be typical).

CCOc1ccc(C(C)NC(=O)c2cccnc2OCC)cc1OCC (stereo not given) was read as Peg3 promoter 10, CF NFkB inh 22, MITF TRPM1 inh -9, NR2E3 ag-1 -16, KKLEB tox 2, TRAIL sens C8 -2, Shn3 3UTR inh 10, hiPSC survival 0.5, NR2E3 ag-2 3, HIF-2a inh 17 and LMP1 NFkB inh 6.
Screening O=C(NCCCN1CCCC1=O)c1cccc(NS(=O)(=O)c2ccc(Br)cc2)c1 returned Peg3 promoter -5, CF NFkB inh -8, MITF TRPM1 inh 4, NR2E3 ag-1 -19, KKLEB tox 11, TRAIL sens C8 8, Shn3 3UTR inh -2, hiPSC survival -0.2, NR2E3 ag-2 -5, HIF-2a inh 5 and LMP1 NFkB inh 1.
Screening C#CCNC(=O)/C=C/c1ccc(OC)cc1 returned Peg3 promoter -191, CF NFkB inh -4, MITF TRPM1 inh -72, NR2E3 ag-1 -70, KKLEB tox 5, TRAIL sens C8 33, Shn3 3UTR inh -18, hiPSC survival 2.8, NR2E3 ag-2 1, HIF-2a inh -240 and LMP1 NFkB inh 2.
`CC(=O)c1ccc(N2CCN(CC(O)COCc3ccco3)CC2)cc1` (stereo not given) gave Peg3 promoter 3, CF NFkB inh -20, MITF TRPM1 inh 2, NR2E3 ag-1 6, KKLEB tox 4, TRAIL sens C8 -2, Shn3 3UTR inh -1, hiPSC survival 0.0, NR2E3 ag-2 -1, HIF-2a inh 8 and LMP1 NFkB inh -30.
Cn1c(=O)c2c(ncn2CCN(CCO)Cc2ccccc2)n(C)c1=O was read as Peg3 promoter 5, CF NFkB inh -2, MITF TRPM1 inh -3, NR2E3 ag-1 9, KKLEB tox 0, TRAIL sens C8 -7, Shn3 3UTR inh -3, hiPSC survival 0.3, NR2E3 ag-2 2, HIF-2a inh -7 and LMP1 NFkB inh -23.
`CN(CC(=O)Nc1ccc(Cl)c(C(F)(F)F)c1)C(=O)c1cc(=O)[nH]c2ccccc12` gave Peg3 promoter 31, CF NFkB inh 22, MITF TRPM1 inh 22, NR2E3 ag-1 18, KKLEB tox -13, TRAIL sens C8 12, Shn3 3UTR inh -53, hiPSC survival -0.3, NR2E3 ag-2 4, HIF-2a inh 17 and LMP1 NFkB inh -11.
Screening CCOc1ccc(NC(=O)CCNS(=O)(=O)c2ccc3c(c2)c(=O)n(C)c(=O)n3C)cc1 returned Peg3 promoter 17, CF NFkB inh 4, MITF TRPM1 inh -5, NR2E3 ag-1 -8, KKLEB tox 5, TRAIL sens C8 -19, Shn3 3UTR inh -16, hiPSC survival 3.0, NR2E3 ag-2 2, HIF-2a inh 4 and LMP1 NFkB inh 0.
For C[C@@H]1CCCCO[C@H](CN(C)C(=O)CCC(F)(F)F)[C@@H](C)CN([C@H](C)CO)C(=O)c2cc(NC(=O)c3ccncc3)ccc2O1 the results were Peg3 promoter 13, CF NFkB inh -27, NR2E3 ag-1 -14, KKLEB tox 5, TRAIL sens C8 5, Shn3 3UTR inh 2, hiPSC survival 0.8, HIF-2a inh 1 and LMP1 NFkB inh 2.
For COc1ccc(NC(=O)c2cccs2)cn1 the results were Peg3 promoter -50, CF NFkB inh 10, MITF TRPM1 inh -22, NR2E3 ag-1 -16, KKLEB tox 0, TRAIL sens C8 3, Shn3 3UTR inh -28, hiPSC survival -0.7, NR2E3 ag-2 1, HIF-2a inh -99 and LMP1 NFkB inh -11.
NS(=O)(=O)c1ccc2c(c1)C1C=CCC1C(C1CC=CCC1)N2 (stereo not given) was read as Peg3 promoter 21, CF NFkB inh -14, MITF TRPM1 inh -6, NR2E3 ag-1 -22, KKLEB tox 2, TRAIL sens C8 14, Shn3 3UTR inh 0, hiPSC survival 5.8, NR2E3 ag-2 0, HIF-2a inh 12 and LMP1 NFkB inh -4.
Screening Cc1ccc(NCc2nnc(SCCN3CCCCC3)n2CC2CCCO2)c(C)c1 (stereo not given) returned Peg3 promoter 1, CF NFkB inh 20, MITF TRPM1 inh 3, NR2E3 ag-1 3, KKLEB tox -6, TRAIL sens C8 -4, Shn3 3UTR inh 9, hiPSC survival -2.6, NR2E3 ag-2 3, HIF-2a inh 16 and LMP1 NFkB inh -5.
`COc1cc(C(=O)Nc2nc3ccccc3s2)ccc1OCc1c(C)noc1C` gave Peg3 promoter 27, CF NFkB inh 14, MITF TRPM1 inh -6, NR2E3 ag-1 -49, KKLEB tox -13, TRAIL sens C8 34, Shn3 3UTR inh 11, hiPSC survival -2.4, NR2E3 ag-2 1, HIF-2a inh -138 and LMP1 NFkB inh -12.
Cc1ccc(NC(=S)Nn2cnnc2)cc1 was read as Peg3 promoter 3, CF NFkB inh -6, MITF TRPM1 inh 1, NR2E3 ag-1 4, KKLEB tox 3, TRAIL sens C8 -5, Shn3 3UTR inh 3, hiPSC survival -0.7, NR2E3 ag-2 0, HIF-2a inh -2 and LMP1 NFkB inh 4.
CCCCN1C2=C(C(=O)CC(C)(C)C2)C(c2ccccc2)C2=C1c1ccccc1C2=O (stereo not given) was read as Peg3 promoter 24, CF NFkB inh 7, MITF TRPM1 inh 32, NR2E3 ag-1 -2, KKLEB tox 2, TRAIL sens C8 4, Shn3 3UTR inh 0, hiPSC survival 1.5, NR2E3 ag-2 -1, HIF-2a inh 4 and LMP1 NFkB inh 4.
CCN1C(=O)/C(=C2\SC(=S)N(CCCOC)C2=O)c2ccccc21 was read as Peg3 promoter 10, CF NFkB inh 6, MITF TRPM1 inh 12, NR2E3 ag-1 -2, KKLEB tox 4, TRAIL sens C8 -11, Shn3 3UTR inh 16, hiPSC survival -3.5, NR2E3 ag-2 2, HIF-2a inh 4 and LMP1 NFkB inh -1.
Cc1c(Cl)cnc(NC(=O)CSc2nnnn2C)c1Cl was read as Peg3 promoter -7, CF NFkB inh 0, MITF TRPM1 inh -1, NR2E3 ag-1 3, KKLEB tox -10, TRAIL sens C8 -22, Shn3 3UTR inh -6, hiPSC survival 2.0, HIF-2a inh -21 and LMP1 NFkB inh 6.
Screening COC(=O)c1cc(S(=O)(=O)N2c3ccccc3CC2C)cn1C (stereo not given) returned Peg3 promoter 14, CF NFkB inh -5, MITF TRPM1 inh 11, NR2E3 ag-1 21, KKLEB tox -2, TRAIL sens C8 9, Shn3 3UTR inh 13, hiPSC survival -0.3, NR2E3 ag-2 -1, HIF-2a inh 9 and LMP1 NFkB inh -10.
Screening CCCCC(CC)CNC(=O)C1C2C=CC(C2)C1C(=O)O (stereo not given) returned Peg3 promoter -2, CF NFkB inh 6, MITF TRPM1 inh 0, NR2E3 ag-1 2, KKLEB tox 4, TRAIL sens C8 -9, Shn3 3UTR inh -2, hiPSC survival -1.2, NR2E3 ag-2 -2, HIF-2a inh 4 and LMP1 NFkB inh -2.
`COc1ccc(OCCN2CCC(C(=O)NC(c3ccc(F)cc3)c3ncccc3C)CC2)cc1` (stereo not given) gave Peg3 promoter -10, CF NFkB inh -1, NR2E3 ag-1 -13, KKLEB tox -2, TRAIL sens C8 -12, Shn3 3UTR inh 2, hiPSC survival -3.0 and HIF-2a inh -5.
For Cc1cc(C)c2c(CN3CCCCCCC3)cc(=O)oc2c1 the results were Peg3 promoter -31, CF NFkB inh -2, NR2E3 ag-1 -1, KKLEB tox -13, TRAIL sens C8 -10, Shn3 3UTR inh -11, hiPSC survival 0.0 and HIF-2a inh -51.
O=C(c1ccc2c(c1)OCO2)N(c1ccc(F)cc1)C1C=CS(=O)(=O)C1 (stereo not given) was read as Peg3 promoter 4, CF NFkB inh -13, MITF TRPM1 inh 0, NR2E3 ag-1 -25, KKLEB tox 4, TRAIL sens C8 -2, Shn3 3UTR inh -9, hiPSC survival -0.2, NR2E3 ag-2 0, HIF-2a inh -1 and LMP1 NFkB inh 3.
Screening CCOC(=O)c1cc(-c2ccccc2)nn1CC1CC(c2ccc(OC)cc2)=NO1 (stereo not given) returned Peg3 promoter 0, CF NFkB inh 19, MITF TRPM1 inh -7, NR2E3 ag-1 -15, KKLEB tox 4, TRAIL sens C8 -11, Shn3 3UTR inh -4, hiPSC survival -2.6, HIF-2a inh -28 and LMP1 NFkB inh -4.
O=C1c2ccccc2C(=O)N1CCCCSc1nnnn1-c1ccccc1 was read as Peg3 promoter 7, CF NFkB inh -7, MITF TRPM1 inh 13, NR2E3 ag-1 8, KKLEB tox -14, TRAIL sens C8 -7, Shn3 3UTR inh 1, hiPSC survival 14, NR2E3 ag-2 2, HIF-2a inh -14 and LMP1 NFkB inh 1.
COC(=O)c1[nH]c2ccccc2c1NC(=O)CN1CCN(c2cccc(Cl)c2)CC1 was read as Peg3 promoter 26, CF NFkB inh -6, MITF TRPM1 inh 13, NR2E3 ag-1 7, KKLEB tox 0, TRAIL sens C8 12, Shn3 3UTR inh 39, hiPSC survival 4.4, NR2E3 ag-2 -2, HIF-2a inh 21 and LMP1 NFkB inh 15.
For O=[N+]([O-])c1ccc(NCCc2ccccc2)c(Br)c1 the results were Peg3 promoter 34, CF NFkB inh -9, MITF TRPM1 inh 7, KKLEB tox 6, TRAIL sens C8 3, Shn3 3UTR inh -6, hiPSC survival 0.6, NR2E3 ag-2 1, HIF-2a inh -56 and LMP1 NFkB inh -1.
Screening O=C(CN1CCN(Cc2ccccc2)CC1)N/N=C/c1ccco1 returned Peg3 promoter 8, CF NFkB inh -9, MITF TRPM1 inh -9, NR2E3 ag-1 -4, KKLEB tox -13, TRAIL sens C8 -4, Shn3 3UTR inh 17, hiPSC survival -0.5, NR2E3 ag-2 1, HIF-2a inh 7 and LMP1 NFkB inh 2.
Clc1ccc(-c2nnc(COc3ncnc4ccccc34)o2)cc1 was read as Peg3 promoter -43, CF NFkB inh -15, MITF TRPM1 inh -10, NR2E3 ag-1 22, KKLEB tox -9, TRAIL sens C8 21, Shn3 3UTR inh 13, hiPSC survival -0.3, NR2E3 ag-2 -5, HIF-2a inh -64 and LMP1 NFkB inh -2.
Cc1ccccc1OCC(=O)N(Cc1ccc(N(C)C)cc1)C1CCS(=O)(=O)C1 (stereo not given) was read as Peg3 promoter -7, CF NFkB inh 11, MITF TRPM1 inh 6, NR2E3 ag-1 -2, KKLEB tox -5, TRAIL sens C8 -6, Shn3 3UTR inh -24, hiPSC survival -1.1, NR2E3 ag-2 1, HIF-2a inh 1 and LMP1 NFkB inh 7.

By substructure, the entries above with an NH in an aromatic ring (two)
`CN(CC(=O)Nc1ccc(Cl)c(C(F)(F)F)c1)C(=O)c1cc(=O)[nH]c2ccccc12` gave Peg3 promoter 31, CF NFkB inh 22, MITF TRPM1 inh 22, NR2E3 ag-1 18, KKLEB tox -13, TRAIL sens C8 12, Shn3 3UTR inh -53, hiPSC survival -0.3, NR2E3 ag-2 4, HIF-2a inh 17 and LMP1 NFkB inh -11.
COC(=O)c1[nH]c2ccccc2c1NC(=O)CN1CCN(c2cccc(Cl)c2)CC1 was read as Peg3 promoter 26, CF NFkB inh -6, MITF TRPM1 inh 13, NR2E3 ag-1 7, KKLEB tox 0, TRAIL sens C8 12, Shn3 3UTR inh 39, hiPSC survival 4.4, NR2E3 ag-2 -2, HIF-2a inh 21 and LMP1 NFkB inh 15.
